Assay outcomes (PubChem)
ALDH1A1 inh: inhibitors of human aldehyde dehydrogenase 1A1 | 7.3% of 220,000 active | Potency, µM (series often up to 75.3 µM), for inactives: at the top dose activity, negative = inhibition, most hits filed as inhibitors | Purified ALDH1A1, NADH fluorescence, propionaldehyde substrate | P00352; active means well fitted inhibition curve with a large enough effect, not every such curve was filed as active; inconclusive means small, poorly fitted or top-dose-only effect, or another doubt; inactive means no such curve, though single readings can be large or run the other way;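 further: plate controls were no enzyme wells and a reference inhibitor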
GAA inhib: inhibitors of human lysosomal alpha-glucosidase | purified human GAA, 4-MU-alpha-glucoside fluorescence | Potency, µM (doses to about 76.9 µM), for inactives: at the top dose activity change, negative = inhibition, hits mostly inhibitors | 0.005% of 200,000 active | AID 1466;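 further: plate controls were uninhibited enzyme wells for no effect and no-enzyme background for full effect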
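Fluorescence at Ex 365/Em 440 nm from 4-methylumbelliferone reported enzyme activity after 20 min at room temperature. Reactions used 4 nM enzyme and 400 uM substrate at pH 5.0; curves fitted with the Hill equation.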
aGlu spleen mod: inhibitors or activators of human alpha-glucosidase in spleen homogenate; AID 2112; Potency, µM (series often up to 79.9 µM), for the others: at the highest dose activity change, negative = inhibition, usual class: inhibitors; P10253; human spleen homogenate, 4-MU-alpha-glucoside fluorescence; 0.006% of 240,000 active;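 further: 0% = enzyme with vehicle and -100% = no enzyme basal signal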
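Enzyme source: human spleen homogenate, 1 ug/well. Buffer 50 mM citric acid/K phosphate pH 5.0, 0.01% Tween-20. 4-MU-alpha-glucoside 1 mM; 37 C x 40 min; NaOH/glycine stop; fluorescence.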
SMN2 splice enh: SMN2 splice variant enhancement; HEK293 SMN2-luciferase splicing reporter, luminescence, 30-36 h; Potency, µM (series often up to 46.1 µM), inactives show top-dose activity change, positive = activation, hits mostly activators; 2.8% of 210,000 active; AID 1458; further: % of control where 0% means no effect; nearly all actives have a fitted effect of over 55% in size
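qHTS luciferase splicing reporter: luminescence rises when SMN2 exon 7 is included in transfected HEK293 cells. Compound exposure lasted 30-36 h at 37C, with 4.5 mM final sodium butyrate as control, followed by a ONE-Glo read.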
GLA spleen mod: inhibitors or activators of human alpha-galactosidase in spleen homogenate; human spleen homogenate, 4MU-alpha-Gal fluorescence, 40 min; Potency, µM (series often up to 80 µM), without a hit: at the highest dose activity change, negative = inhibition, usual class: inhibitors; 0.008% of 240,000 active; AID 2107;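 further: 0% = enzyme with vehicle and -100% = no enzyme basal signal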
Target sequence (P06280 32-429 limits assumed): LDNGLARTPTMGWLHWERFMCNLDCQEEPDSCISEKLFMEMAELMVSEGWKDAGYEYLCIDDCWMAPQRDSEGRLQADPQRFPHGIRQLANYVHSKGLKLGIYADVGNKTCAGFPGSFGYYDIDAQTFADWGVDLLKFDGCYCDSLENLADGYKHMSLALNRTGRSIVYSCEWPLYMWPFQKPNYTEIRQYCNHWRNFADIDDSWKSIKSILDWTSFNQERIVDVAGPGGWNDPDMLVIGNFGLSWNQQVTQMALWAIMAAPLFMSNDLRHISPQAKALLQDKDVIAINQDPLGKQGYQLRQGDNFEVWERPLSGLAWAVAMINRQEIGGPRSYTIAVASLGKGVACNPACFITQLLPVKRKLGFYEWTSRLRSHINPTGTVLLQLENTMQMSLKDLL
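Spleen homogenate 1 ug + cpd (titration) + 4-MU-alpha-D-galactopyranoside 1 mM; 37C 40 min; 50 mM citrate/phosphate pH 5.0, 0.01% Tween-20; stop pH 10; fluorescence 365/440; AC50 via Hill.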
GoLoco inh red: RGS12 GoLoco-Gai1 interaction inhibition; P63096; Gai1:RGS12 GoLoco peptide FP, rhodamine, 10 min; Potency, µM (titrated, usually from 61.6 µM), without a hit: top-dose activity, negative = inhibition, usual class: inhibitors; 0.44% of 230,000 active; AID 880; active means well fitted inhibition curve with a large enough effect, not every such curve was filed as active; inactive means no such curve, though single readings can be large or run the other way; further: on the % scale 0 is the no-effect control and ±100 the full control effect; nearly all actives have a fitted effect of over 30% in size; many of its hits are not listed in these tables
Target sequence (P63096 whole entry, looked up): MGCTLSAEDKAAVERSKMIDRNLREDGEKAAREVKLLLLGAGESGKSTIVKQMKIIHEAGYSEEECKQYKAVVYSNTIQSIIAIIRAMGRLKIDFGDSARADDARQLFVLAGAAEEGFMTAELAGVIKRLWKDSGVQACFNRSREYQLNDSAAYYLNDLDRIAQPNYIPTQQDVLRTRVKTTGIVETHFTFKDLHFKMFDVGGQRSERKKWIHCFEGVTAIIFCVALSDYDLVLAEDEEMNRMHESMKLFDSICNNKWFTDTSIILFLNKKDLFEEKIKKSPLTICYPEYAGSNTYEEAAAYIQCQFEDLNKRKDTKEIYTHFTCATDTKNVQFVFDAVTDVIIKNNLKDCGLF
KDM4E inh: JMJD2E (human) inhibition; Potency, µM (top dose mostly 57.1 µM), for inactives: top-dose activity change, negative = inhibition, usual class: inhibitors; JMJD2E catalytic domain, FDH-coupled NADH fluorescence (FDH is formaldehyde dehydrogenase); B2RXH2; 1.6% of 230,000 active; active means well fitted inhibition curve with a large enough effect, not every such curve was filed as active; inconclusive means small, poorly fitted or top-dose-only effect, or another doubt; inactive means no such curve, though single readings can be large or run the other way;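 further: 0% = wells with enzyme and -100% = buffer wells without enzyme; nearly all actives have a fitted effect of over 50% in size; many of its hits are not listed in these tables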
Target sequence (B2RXH2 1-337 limits assumed): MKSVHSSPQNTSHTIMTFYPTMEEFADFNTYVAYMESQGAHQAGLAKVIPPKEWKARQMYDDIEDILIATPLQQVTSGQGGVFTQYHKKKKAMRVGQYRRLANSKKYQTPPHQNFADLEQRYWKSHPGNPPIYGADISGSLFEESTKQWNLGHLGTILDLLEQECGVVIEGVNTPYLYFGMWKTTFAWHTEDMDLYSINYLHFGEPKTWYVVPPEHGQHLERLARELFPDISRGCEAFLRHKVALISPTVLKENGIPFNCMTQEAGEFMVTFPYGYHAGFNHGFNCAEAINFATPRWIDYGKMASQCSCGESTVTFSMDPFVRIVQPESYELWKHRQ
GAA glycogen: inhibitors or activators of human alpha-glucosidase glycogen cleavage; recombinant GAA, glycogen substrate, Amplex Red glucose oxidase fluorescence; Potency, µM (series often up to 76.4 µM), for inactives: top-dose activity change, negative = inhibition, actives largely listed as inhibitors; 0.38% of 300,000 active; P10253;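 further: 0% = full enzyme reaction and -100% = no-enzyme basal signal; the screen sought inhibitors and activators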
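Recombinant human enzyme (4 nM); glycogen substrate; 37 C, 40 min, pH 5.0. Readout: coupled glucose oxidase/Amplex Red fluorescence.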
Numbers without * were called inactive; ? = inconclusive; . = not tested or not shown; [ ] = another dose, or the depositor's remark. Unless noted, the call rests on the fitted dose curve; in most records, active means well fitted curve in the direction sought with a large enough effect; inconclusive means small, poorly fitted or top-dose-only effect, or another doubt; inactive means no such curve, though single readings can be large; an effect the other way counts as inactive or inconclusive. Potency means the concentration at half of the fitted maximal effect. Not all compounds are listed; count on the stated rates, not on these rows.

SMILES	ALDH1A1 inh	GAA inhib	aGlu spleen mod	SMN2 splice enh	GLA spleen mod	GoLoco inh red	KDM4E inh	GAA glycogen
CCOC(=O)c1ccc(N2CCN(c3ccccc3F)CC2)c(NC(=O)Nc2ccccc2)c1	-7%	-1%	-2%	-13%	-3%	5%	?	-10%
COc1ccc(NC(=O)c2c(NC(=O)CNCC(C)C)sc3c2CCC3)c(OC)c1	?	5%	-5%	-7%	8%	20%	-4%	-23%
NS(=O)(=O)c1ccc(NC(=O)CN2CCCc3ccccc32)cc1	.	.	2%	.	2%	9%	-3%	7%
CCOC(=O)C1CCCN(Cc2cn[nH]c2-c2ccc(F)cc2F)C1 (configuration not stated)	3%	?	-7%	.	-7%	-11%	-5%	-1%
c1ccc(-c2nn3c(C4CCCCC4)nnc3s2)cc1	?	5%[15.4 µM]	-4%	12%	-6%	5%	1%	5%
O=C(NCc1ccccc1)c1ccc(CS(=O)(=O)c2ccccc2)o1	-1%	-2%	0%	-9%	1%	-2%	-7%	-10%
O=c1c(F)cn(C2CCCO2)c(=O)n1Cc1ccccc1Cl (configuration not stated)	7%	-3%	2%	-3%	7%	-3%	7%	2%
Cc1ccc(-c2nc(CS(=O)CC(=O)NCCN3CCCC3)c(C)o2)cc1 (configuration not stated)	0%	-6%	-9%	-16%	-1%	10%	?	-10%
NS(=O)(=O)c1ccc(N/N=C/c2ccc(O)cc2O)c([N+](=O)[O-])c1	.	.	-1%	.	-5%	9%	-8%	-29%
COCCNC(=O)/C(C#N)=C/c1cccs1	-5%	-4%	2%	.	4%	10%	-5%	3%
Cc1cccc(C)c1NC(=O)C(NC=O)c1ccccc1Cl (configuration not stated)	7%	7%	-1%	-5%	1%	210%[activator]	-9%	0%
O=c1c2ccccc2nnn1Cc1ccc(F)cc1	5%	-1%	-2%	7%	1%	3%	4%	-2%
COC(=O)c1cc(COc2ccc3oc(C)c(C(=O)OC)c3c2)c(C)o1	1%	-6%	-3%	2%	1%	-2%	-5%	-3%
CCc1ccc(-c2nnn(CCC(=O)OC)n2)cc1	10%	-5%	-6%	-16%	8%	-30%	3%	3%
CC(C)CC(NS(=O)(=O)c1ccc2c(c1)oc(=O)n2C)C(=O)NC1CCCc2ccccc21 (configuration not stated)	13%	0%	8%	-6%	7%	3%	1%	-28%

Overlap with the part before: two entries, then new ones.
SMILES	ALDH1A1 inh	GAA inhib	aGlu spleen mod	SMN2 splice enh	GLA spleen mod	GoLoco inh red	KDM4E inh	GAA glycogen
CCc1ccc(-c2nnn(CCC(=O)OC)n2)cc1	10%	-5%	-6%	-16%	8%	-30%	3%	3%
CC(C)CC(NS(=O)(=O)c1ccc2c(c1)oc(=O)n2C)C(=O)NC1CCCc2ccccc21 (configuration not stated)	13%	0%	8%	-6%	7%	3%	1%	-28%
COc1ccc2[nH]c(=O)c(CN(Cc3cccs3)Cc3nnnn3C(C)(C)C)cc2c1	?	14%	-4%	-21%	4%	5%	?	-8%
O=C(COc1ccc([N+](=O)[O-])cc1)Nc1cccnc1	2%	-14%	-2%	.	-3%	3%	-6%	4%
COc1ccc(OCC(O)CNCCNc2nccc(C(F)(F)F)n2)cc1 (configuration not stated)	.	.	4%	.	14%	6%	47%[activator]	4%
N#Cc1c(C(F)(F)F)cc(-c2cccs2)nc1SCc1cccnc1	?	?	3%	-24%	?	-2%	?	3%
COC(=O)C1CSc2[nH]c(=O)sc2C1c1ccccc1 (configuration not stated)	32µM*	1%	3%	9%	1%	-10%	-3%	-16%
CN=C(c1ccco1)n1c(=S)nc(-c2ccco2)n(C)c1=S	10µM*	-7%	4%	-6%	5%	14%	?	-2%
Cc1cc(/C=C(\C#N)C(=O)Nc2ccc(F)cc2)c(C)n1-c1ccc(N2CCOCC2)c([N+](=O)[O-])c1	16µM*	-16%	6%	-43%[inhibitor]	5%	0%	-3%	2%
CCS(=O)(=O)c1ccc2c(c1)NC(=O)C(CCCl)O2 (configuration not stated)	-17%	.	1%	.	3%	-2%	-2%	4%
O=C(/C=C/c1cc([N+](=O)[O-])ccc1OC(F)F)NCc1ccc(F)cc1	?	-3%	-1%	13%	-10%	11%	3%	5%
CCOc1ccccc1/C=N/Nc1ccccc1[N+](=O)[O-]	?	-2%	10%	.	9%	.	-20%	6%
CN(CC(=O)NC(=O)NCc1ccco1)CC(=O)Nc1ccccc1Cl	-10%	-30%	1%	.	-1%	4%	24%	5%
C=CCCCCCCCCCCCC(O)CC(O)COC(C)=O (configuration not stated) (tested in a mixture with another compound)	-11%	.	2%	-14%	-18%	2%	5%	.
Cc1cc(O)c(C(C)C)cc1NS(=O)(=O)c1ccccc1	14µM*	-4%	-3%	21%	-3%	0%	0%	9.9µM*
COc1ccc(C2CC(C)=C(C#N)S(=O)(=O)C2C#N)cc1 (configuration not stated)	.	.	-12%	.	6%	11%	-2%	?
CN=C1S/C(=C\c2ccc(N3CCCC3)c(F)c2)C(=O)N1C	-1%	4%	6%	?	-4%	14%	-3%	10%

Taken from above.
Result of `C=CCCCCCCCCCCCC(O)CC(O)COC(C)=O` (configuration not stated) (tested in a mixture with another compound) under GLA spleen mod: -18%
Result of `COc1ccc(OCC(O)CNCCNc2nccc(C(F)(F)F)n2)cc1` (configuration not stated) under GLA spleen mod: 14%
Result of `CN(CC(=O)NC(=O)NCc1ccco1)CC(=O)Nc1ccccc1Cl` under GAA glycogen: 5%

Later entries.
SMILES	ALDH1A1 inh	GAA inhib	aGlu spleen mod	SMN2 splice enh	GLA spleen mod	GoLoco inh red	KDM4E inh	GAA glycogen
Cc1cc2nc(-c3ccc(SCc4ccc(C(=O)O)cc4)nc3)[nH]c2cc1C	?	?	2%	.	0%	39%[activator]	?	2%
Cc1ccc(COc2ccc(/C=N/NC(=O)c3ccc(CN4CCOCC4)cc3)cc2)cc1	-2%	-1%	3%	-15%[1.84 µM]	2%	6%	-2%	12%
Cn1cnnc1SCc1nc(N)nc(Nc2ccccc2)n1	0%	3%	1%	5%	6%	-12%	3%	-12%
CCOC(=O)c1ccccc1NC(=O)CSc1nnc(COc2ccccc2)n1CC	?	2%	9%	-18%	12%	5%	2%	4%
c1ccc(C2CC(c3cccs3)n3nnnc3N2)cc1 (configuration not stated)	?	1%	1%	-3%	-5%	9%	-4%	?
O=C1/C(=C/c2ccccn2)COc2ccccc21	-7%	-4%	-3%	0%	-3%	-15%	6%	2%
O=C(/C=C/c1ccc(F)cc1)NC(=S)NNC(=O)c1cnccn1	.	.	-2%	.	5%	-10%	?	-2%
COc1ccc(C(=O)c2ccccc2)c2c(O)ccc(C(=O)c3ccccc3)c12	2%	-5%	5%	-79%[inhibitor]	6%	6%	-2%	-3%
COCCNS(=O)(=O)c1ccc2c(c1)n(C)c(=O)n2C	-5%	-5%	?	-11%	-6%	9%	4%	7%
CC(C)(C)C1CCC2(CC1)SCC(=O)N2c1ccccc1 (configuration not stated)	?	7%	-6%	-7%	3%	-2%	2%	-4%
COC(=O)c1ccc(/C=N/Nc2nc3ccccc3[nH]2)cc1	-1%	-3%	-4%	?	-6%	1%	5%	?
O=Nc1c2cc(-c3ccccc3)[nH]nc-2c2ccccc12	5%	-1%	10%	0.5µM*	-6%	43%[activator]	6%	8%
O=C(CC1SC(=Nc2ccc(OC(F)F)cc2)N(CCN2CCOCC2)C1=O)Nc1ccccc1 (configuration not stated)	.	.	-8%	.	-15%	-1%	-14%	1%
CN(/N=C/c1cccnc1)c1cnn(-c2ccc(F)c(Cl)c2)c(=O)c1Cl	?	-22%	-3%	.	0%	7%	-1%	-4%
O=C(CCn1c(=O)c2ccccc2n(Cc2cccc([N+](=O)[O-])c2)c1=O)N1CCc2ccccc2C1	?	-18%	-7%	-5%	3%	5%	1%	1%
CCNC(=O)NS(=O)(=O)c1cnccc1Nc1cccc(Cl)c1	1%	-3%	6%	-12%	4%	-3%	-5%	-4%
Cc1nn(-c2ccccc2)nc1CNC(=O)c1ncoc1-c1ccccc1	9%	-6%	7%	.	-16%	-3%	-11%	-15%
CC12CCC(C(=O)Nc3nc4ccc(Br)cc4s3)(OC1=O)C2(C)C (configuration not stated)	-4%	6%	-1%	?	-6%	1%	-6%	16%
COc1ccc(OC)c(N=c2ssnc2Cl)c1	1.6µM*	4%	1%	-4%	6%	-35%	13µM*	-11%
c1nc(NCC2(N3CCOCC3)CCCCC2)c2ccsc2n1	4%	1%	-3%	-28%	7%	7%	-3%	11%
COC(=O)[C@@]1(Cc2ccc(OC)cc2)[C@H]2c3cc(C(=O)N4CCCC4)n(Cc4ccc(S(C)(=O)=O)cc4)c3C[C@H]2CN1C(=O)c1ccccc1	-17%	.	-3%	-1%	9%	9%	13%	.
Cc1onc(-c2c(Cl)cccc2Cl)c1C(=O)O/N=C(\C#N)c1ccccc1	-6%	0%	7%	.	1%	-2%	8%	-1%
Cc1ccccc1C1=N/C(=C/c2cccs2)C(=O)O1	3%	-6%	1%	-21%	-9%	9%	-7%	8%
Fc1ccc(NCc2n[nH]c(=S)n2Cc2ccccc2)cc1	-4%	-6%	6%	.	6%	3%	-27%	?
COC(=O)c1c(C)cc(OC(C)=O)c(C)c1OC(C)=O	8%	-1%	6%	-14%	-17%	4%	-3%	6%
CCc1nc(N2CCCC(C)C2)c2oc3ccccc3c2n1 (configuration not stated)	?	?	-7%	.	-12%	.	?	-10%
CC(C)C(=O)NC(=S)Nc1ccc(S(=O)(=O)N(C)Cc2ccccc2)cc1	?	-4%	-1%	-5%	0%	0%	-2%	1%
CCOc1cc(C(=S)N2CCOCC2)ccc1OC	?	-1%	11%	-2%	-8%	14%	7%	3%
O=C(c1ccncc1)N1CCC2(CCN(Cc3cc(C(F)(F)F)cc(C(F)(F)F)c3)CC2)CC1	2%	.	-10%	-7%	-1%	2%	.	.
COc1cccc(Oc2nc3ncn(Cc4ccccc4)c3c(=O)n2C)c1	1%	?	2%	29%	6%	-6%	5%	6%
N#Cc1nnn(-c2cc(Cl)cc(Cl)c2)c1N	-12%	-1%	-6%	.	0%	-45%	5%	-10%

Results in KDM4E inh (2 entries from above):
| smiles | KDM4E inh |
| --- | --- |
| CC(C)C(=O)NC(=S)Nc1ccc(S(=O)(=O)N(C)Cc2ccccc2)cc1 | -2% |
| CCOc1cc(C(=S)N2CCOCC2)ccc1OC | 7% |
